PI4K2A block = inhibitors of human PI4K2A; purified PI4K2A, ADP-Glo luminescence, 1 h; active compounds read low; activity change, negative = inhibition, % at 76.9 µM; actives 0.13% (n = 420,000); AID 1346378; in the data active = activity change below about -50%; inconclusive = mostly about -30% to -49%;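 note: -100% = wells without enzyme as full effect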
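ADP-Glo luminescence measured ADP generated by PI4K2A enzyme (4 ug/mL before mixing) with 1.2 mM PI substrate (pre-mix) and 300 microM ATP (pre-mix). Tris pH7.5 buffer with MgCl2, Triton X-100; 1 h reaction at ambient temperature.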
G9a block = blocks human histone lysine methyltransferase G9a. G9a H3K9 monomethylation, AlphaScreen, 2 h. Q96KQ7. actives 8.8% (n = 350,000). Potency, µM (highest dose often 102 µM), for inactives: top-dose activity, negative = inhibition, hits mostly inhibitors; note: potency is the fitted concentration of half-maximal effect; % is set by controls: 0 for no effect and ±100 for the full control effect; nearly all actives have a fitted effect of over 75% in size
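Step 1: enzyme (final 20 nM) with compound, 15 min RT. Step 2: substrate peptide 500 nM and SAM 20 uM, 2 h RT. Step 3: anti-H3K9me1 antibody and AlphaScreen beads, 10 min, then plate read.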
HP1b chromo inh = HP1-beta chromodomain-methylated histone interaction inhibition | P83916 | AlphaScreen HP1-beta / biotin-H3K9me3 peptide binding | Potency, µM (top dose mostly 114 µM), inactives show at the highest dose activity change, negative = inhibition, hits mostly inhibitors | actives 0.56% (n = 390,000); note: potency is the fitted concentration of half-maximal effect; nearly all actives have a fitted effect of over 70% in size; inactives centre near 23
Target sequence (P83916 whole entry, looked up): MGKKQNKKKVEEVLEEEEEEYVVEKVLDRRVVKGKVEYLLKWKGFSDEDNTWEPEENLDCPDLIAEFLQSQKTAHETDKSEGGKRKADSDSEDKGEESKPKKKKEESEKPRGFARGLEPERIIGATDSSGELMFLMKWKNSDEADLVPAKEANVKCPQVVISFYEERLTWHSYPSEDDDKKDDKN
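Compound inhibition of the preformed complex between 50 nM HP1-beta and 50 nM biotinylated H3K9me3 peptide was read by AlphaScreen. Buffer was PBS pH 7.4 with 0.01% Tween-20. Incubations ran 30 min at room temperature, with 10 ug/mL donor/acceptor beads.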
Tb PGK inh = T. brucei PGK inhibition; PGK/GAPDH coupled, Kinase-Glo luminescence, 60 min; Potency, µM (titrated, usually from 57.5 µM), for the others: at the highest dose activity change, negative = inhibition, actives largely listed as inhibitors; actives 0.043% (n = 380,000); note: potency is the fitted concentration of half-maximal effect; % is set by controls: 0 for no effect and ±100 for the full control effect; nearly all actives have a fitted effect of over 60% in size
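Recombinant glycosomal PGK reaction used 1,3-bisphosphoglycerate generated in-well by GAPDH (100nM final) in 100mM TEA pH 7.6, 5mM MgCl2, 0.01% Tween-20. After 60 minutes at room temperature, ATP was read by Kinase-Glo Plus luminescence end-point.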
POLH inh = inhibitors of human DNA polymerase eta; AID 588591; Q9Y253; actives 1.2% (n = 390,000); Potency, µM (series often up to 114 µM), for inactives: at the top dose activity change, negative = inhibition, hits mostly inhibitors; recombinant Pol eta, fluorescent DNA replication assay; note: potency is the fitted concentration of half-maximal effect; % is set by controls: 0 for no effect and ±100 for the full control effect
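Pol eta (10 nM) was preincubated with compounds for 15 min at room temperature, after which fluorescent replication substrate (50 nM final) was added to start the reaction. Fluorescence was read kinetically at 0 and 10 min.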
GLS inhibitor = glutaminase GLS (human) inhibition; O94925; GLS enzymatic activity, qHTS titration; Potency, µM (doses to about 45.5 µM), inactives show at the top dose activity change, negative = inhibition, hits mostly inhibitors; actives 0.21% (n = 410,000); note: potency is the fitted concentration of half-maximal effect; % is set by controls: 0 for no effect and ±100 for the full control effect
Target sequence (O94925 whole entry, looked up): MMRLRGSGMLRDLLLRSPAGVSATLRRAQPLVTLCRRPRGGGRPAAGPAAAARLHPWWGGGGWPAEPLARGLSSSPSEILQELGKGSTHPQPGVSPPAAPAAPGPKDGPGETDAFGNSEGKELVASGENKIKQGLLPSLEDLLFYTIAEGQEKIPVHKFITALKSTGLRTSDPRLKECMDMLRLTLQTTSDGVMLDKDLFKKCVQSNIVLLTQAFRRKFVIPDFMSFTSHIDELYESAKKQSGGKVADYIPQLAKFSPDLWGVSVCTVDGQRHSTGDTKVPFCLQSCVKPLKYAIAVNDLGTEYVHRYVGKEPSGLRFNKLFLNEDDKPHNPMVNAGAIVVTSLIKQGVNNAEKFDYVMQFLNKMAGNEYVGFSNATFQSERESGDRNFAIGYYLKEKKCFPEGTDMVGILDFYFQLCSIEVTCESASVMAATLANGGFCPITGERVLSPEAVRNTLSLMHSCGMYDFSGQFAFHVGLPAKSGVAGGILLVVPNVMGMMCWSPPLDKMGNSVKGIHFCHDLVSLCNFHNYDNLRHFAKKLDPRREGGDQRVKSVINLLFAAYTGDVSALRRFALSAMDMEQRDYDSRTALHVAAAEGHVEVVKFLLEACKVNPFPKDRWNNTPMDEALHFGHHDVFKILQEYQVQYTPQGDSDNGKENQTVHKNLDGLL
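Enzyme dispensed in phosphate buffer (45 mM, pH 8.2, 0.02% Tween-20), compounds pinned in, then 1 mM L-glutamine solution and the glutamate oxidase–HRP–Amplex Red mix added; fluorescence read immediately and again after 30 min at room temperature.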
JMJD2A Tudor = inhibitors of human JMJD2A Tudor domain | O75164 | AlphaScreen JMJD2A-Tudor / H3K4me3 peptide binding | actives 4.4% (n = 390,000) | Potency, µM (highest dose often 114 µM), for the others: at the highest dose activity change, negative = inhibition, hits mostly inhibitors | AID 504339; note: potency is the fitted concentration of half-maximal effect; % is set by controls: 0 for no effect and ±100 for the full control effect; nearly all actives have a fitted effect of over 50% in size
Pin1 inh = inhibitors of human Pin1; Pin1 FP peptide displacement, HiFluor488, 10 min; Q13526; Potency, µM (titrated, usually from 115 µM), for inactives: at the top dose activity, negative = inhibition, most hits filed as inhibitors; AID 504891; actives 0.009% (n = 390,000); active = well fitted inhibition curve with a large enough effect in the polarisation, with a control signal flat, not every such curve was filed as active; inconclusive = small, poorly fitted or top-dose-only effect, or effect the other way, or a change in a side signal; inactive = no such curve, though single readings can be large or run the other way; the % refers to the polarisation; note: potency is the fitted concentration of half-maximal effect; % is set by controls: 0 for no effect and ±100 for the full control effect
Target sequence (Q13526 whole entry, looked up): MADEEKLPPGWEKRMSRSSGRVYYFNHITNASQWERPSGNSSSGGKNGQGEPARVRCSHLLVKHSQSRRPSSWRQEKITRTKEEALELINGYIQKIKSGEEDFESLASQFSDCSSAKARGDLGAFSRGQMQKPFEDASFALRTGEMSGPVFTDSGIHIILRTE
BAZ2B inh = blocks human BAZ2B; Potency, µM (series often up to 114 µM), for inactives: at the highest dose activity change, negative = inhibition, usual class: inhibitors; Q9UIF8; AlphaScreen BAZ2B-H3K14Ac peptide displacement; actives 4.4% (n = 360,000); AID 504333; note: potency is the fitted concentration of half-maximal effect; % is set by controls: 0 for no effect and ±100 for the full control effect; nearly all actives have a fitted effect of over 60% in size
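In this displacement format the biotinylated H3(5-23) peptide acetylated at Lys14 serves as ligand at 50 nM, with BAZ2B at 50 nM in PBS pH 7.4 containing 0.01% Tween-20. Donor and acceptor beads are 10 ug/mL final.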
* = called active by the depositor; i = inactive; u = inconclusive; x = no result given; [ ] = another dose, or the depositor's remark. Unless noted, calls come from the whole dose curve; as a rule, active = well fitted curve in the direction sought with a large enough effect; inconclusive = small, poorly fitted or top-dose-only effect, or another doubt; inactive = no such curve, though single readings can be large; an effect the other way counts as inactive or inconclusive. Not all compounds are listed. The share of hits here may be higher or lower than overall.

JMJD2A Tudor	POLH inh	BAZ2B inh	SMILES	Tb PGK inh	Pin1 inh	HP1b chromo inh	G9a block	PI4K2A block	GLS inhibitor
-1%	-7%	-28%	COC(=O)c1sc(N2C(=O)c3oc4cc(C)c(C)cc4c(=O)c3C2c2ccccc2F)nc1C (stereo not given)	8%	1%	34%[activator]	-10%[59 µM]	-2	-1%
-1%	-2%	11%	O=C(CSc1ccccc1)NCCCN1CCOCC1	1%	-3%	16%	2%	-2	3%
-5%	0%	11%	Cc1cccc(C(=O)OCC(=O)NCC2CCCO2)c1O (stereo not given)	8%	-9%	31%	2%[59 µM]	-4	7%
-12%	-21%	7%	Cc1ccc(S(=O)(=O)N2CCOCC2)cc1NC(=O)CSc1ccc(Cl)cc1	7%	3%	21%	-4%[59 µM]	4	-10%
-15%	0%	x	COC(=O)CNC(=O)c1ccccc1[N+](=O)[O-]	1%	0%	14%	x	0	18%
-15%	2%	x	COc1ccc(S(=O)(=O)N(C)C)cc1NC(=O)C1CCN(c2ncnc3sc(C)c(C)c23)CC1	6%	28%	14%	x	2	-2%
3%	-20%	-1%	COc1cccc(C2=NN(C(C)=O)C(c3cccs3)C2)c1 (stereo not given)	-14%	2%	39%[activator]	7%	4	-5%
40µM*	-14%	28µM*	Cc1ccc(-c2nc3cccc(C)n3c2Nc2ccc3c(c2)OCO3)o1	3%	-8%	u	18µM*	1	1%
7%	-24%	x	Cn1ncc2c(NCCO)nc(Cl)nc21	-1%	-1%	23%	x	-3	-4%
x	-8%	x	Cc1c(NS(=O)(=O)c2cc(C(=O)OCC(=O)c3ccccc3F)ccc2Cl)c(=O)n(-c2ccccc2)n1C	-9%	x	x	x	1	7%
-13%	-11%	-1%	Cc1ccc(N2CC(C(=O)Nc3nccs3)CC2=O)cc1 (stereo not given)	1%	4%	17%	9%[59 µM]	1	-1%
7%	-8%	0%	CC(=O)N1CCc2cc(S(=O)(=O)CCC(=O)NCCc3ccc(C)cc3)ccc21	-7%	2%	56%[activator]	x	5	-2%
8.9µM*	-14%	-8%	CC(C)Cn1c(-c2nn(C)cc2Cl)n[nH]c1=S	i	0%	31%	10µM*	5	-9%
3%	-5%	-26%	COc1ccc(NS(=O)(=O)NC(=O)c2cn(C)c3ccccc23)cc1	i	-8%	58%[activator]	u	3	4%
7%	-4%	x	Cc1ccc(NC(=O)C2CCCN(S(=O)(=O)c3c(C)n[nH]c3C)C2)cc1C (stereo not given)	-4%	-4%	41%[activator]	1%[59 µM]	-4	-4%
-17%	-7%	-4%	COc1ccc(CCN2CC(C(=O)OCC(=O)NC(C)c3cccc(Cl)c3)CC2=O)cc1OC (stereo not given)	-1%	1%	14%	23%[12.7 µM]	4	6%
u	79µM*	u	COc1ccc(/C=C2\SC(=Nc3ccccc3OC)NC2=O)cc1	-1%	39%[activator]	13%	x	2	12%
50µM*	2%	u	CCOC(=O)C1CCCN(C(=O)COC(=O)C2=COCCO2)C1 (stereo not given)	-1%	1%	-3%	50µM*	-4	6%
-12%	-19%	-15%	COc1ccc(C)cc1NC(=O)Nc1ccncc1	i	-13%	26%	16%	-4	-11%
-18%	-16%	-14%	O=C(Nc1ccccc1)OCC1CCCN2CCCCC12 (stereo not given)	-5%	1%	26%	-3%[59 µM]	0	-1%
-4%	-8%	x	Cc1cc(C)c(NC(=O)Cn2c(=O)n(Cc3ccco3)c(=O)c3ccc(C(=O)NC4CCCC4)cc32)c(C)c1	-11%	9%	66%[activator]	36%[59 µM]	2	1%
-9%	-11%	-20%	COCCN(C(=S)Nc1c(C)cc(C)cc1C)C(C)c1cccs1 (stereo not given)	-1%	7%	21%	u	-3	-1%
-4%	6%	0%	Nc1c(NCc2ccccc2)c(=O)c1=O	6%	-8%	4%	x	-2	0%
-13%	-10%	u	COc1ccc(Cl)cc1S(=O)(=O)NC(C)C(=O)NCCCn1ccnc1 (stereo not given)	i	-9%	24%	u	1	1%
3%	-8%	-32%	Cc1ccc(CSCC(=O)N(C)CC(=O)Nc2ccc(Br)cc2C)cc1	-2%	8%	59%[activator]	1%[0.501 µM]	-2	-1%
-7%	-9%	2%	COc1ccc(/C=C(\C#N)C(=O)N2COCC2(C)C)cc1	x	2%	37%	29%[0.501 µM]	3	-2%
-24%	-17%	-13%	COc1cc(/C=N/NC(=O)c2cc(-c3ccccc3)nc3ccccc23)ccc1O	i	-5%	24%	u	-1	4%
-5%	-29%	6%	COc1cc(C2Nc3ccc4ccccc4c3C3=C2C(=O)CC(C)(C)C3)ccc1OC(C)C(=O)O (stereo not given)	-1%	3%	43%[activator]	5%	-2	16%
1%	-19%	-4%	CCCCCCC1C(C#N)=C(N)OC2=C1C(=O)CC(C)(C)C2 (stereo not given)	5%	u	44%[activator]	-5%[59 µM]	-4	7%
u	-5%	-21%	CCN(CC)S(=O)(=O)c1ccc(-c2cn3cc(Cl)ccc3n2)cc1	-2%	1%	16%	13%[12.7 µM]	3	-10%
-6%	1%	-6%	O=C1c2ccccc2C(=O)N1CC(O)COCc1ccccc1 (stereo not given)	-10%	3%	9%	2%[0.501 µM]	3	-4%
-8%	0%	-4%	Cc1ccc(Cl)c2c(N=Nc3ccccc3)c(O)[nH]c12	-1%	u	26%	18%	3	2%
-7%	-8%	-6%	O=C(NCc1ccncc1)C1CCN(S(=O)(=O)c2ccccc2)CC1	5%	-1%	33%[activator]	-32%	4	8%
-6%	-6%	2%	O=C(NCc1cnn(-c2ccc(F)cc2)c1)C1CCC(=O)N(C2CC2)C1 (stereo not given)	8%	-2%	19%	x	2	6%
6%	-3%	7%	CCc1nc2nc(C)c(NS(=O)(=O)c3cccs3)c(=O)n2[nH]1	-7%	-8%	28%	u	1	73%[activator]
5%	-24%	6%	CN(CCOc1ccccc1)C(=O)c1cc(S(=O)(=O)N2CCCCC2)ccc1Cl	-6%	0%	42%[activator]	4%[0.501 µM]	-4	-3%
-27%	-1%	-1%	OCCC1CN(C2CCN(c3ccccc3F)CC2)CCN1Cc1ccccc1 (stereo not given)	-3%	3%	29%	7%	-4	15%
-10%	-10%	3%	Cc1cccc(Cn2nnc(C(=O)Nc3cc(C)ccc3C)c2N)c1	-13%	-1%	24%	-2%[59 µM]	2	-4%
-7%	9%	6%	O=C(COc1ccccc1)Nc1ncccn1	x	0%	36%	18%	-1	2%
-14%	-15%	-27%	COc1ccc(NS(=O)(=O)c2cc(Cl)ccc2Cl)cc1S(=O)(=O)N1CCCCC1	-19%	0%	18%	-24%	0	10%
-1%	-27%	2%	CCCc1ccc(C(=O)NNc2cc(Cl)ccc2Cl)cc1	-7%	8%	14%	u	0	u
2%	11%	20%[57.1 µM]	COc1ccc(OC)c(NC(=O)c2noc3c2CCCC3)c1	i	-6%	44%[activator]	-10%[59 µM]	-3	0%
-15%	-23%	4%	CN(C)S(=O)(=O)NCC1CCCN(Cc2ccc(-c3ccccc3)cc2)C1 (stereo not given)	2%	-2%	45%[activator]	x	3	2%
u	-7%	-5%	Cc1ccc(C2=N/C(=C/N3CCOCC3)C(=O)O2)cc1	8%	-9%	0%	17%[59 µM]	-3	4%
-33%	6%	-26%	Cc1cc(NC(=O)CSc2nc3c(c(=O)n(C)c(=O)n3C)n2C(C)C)no1	x	-1%	16%	u	0	0%
-23%	-4%	u	Cc1ccc(S(=O)(=O)Oc2ccc(/C=N/N=C3/NC(=O)C(CC(=O)O)S3)cc2)cc1 (stereo not given)	-6%	3%	-10%	11%	-1	14%
89µM*	-20%	-8%	COc1ccccc1OCC(=O)Nc1ccc(N2CCOCC2)cc1N1CCOCC1	2%	-3%	8%	u	-5	4%

Structural class, those above with fluorine.
JMJD2A Tudor	POLH inh	BAZ2B inh	SMILES	Tb PGK inh	Pin1 inh	HP1b chromo inh	G9a block	PI4K2A block	GLS inhibitor
-1%	-7%	-28%	COC(=O)c1sc(N2C(=O)c3oc4cc(C)c(C)cc4c(=O)c3C2c2ccccc2F)nc1C (stereo not given)	8%	1%	34%[activator]	-10%[59 µM]	-2	-1%
x	-8%	x	Cc1c(NS(=O)(=O)c2cc(C(=O)OCC(=O)c3ccccc3F)ccc2Cl)c(=O)n(-c2ccccc2)n1C	-9%	x	x	x	1	7%
-6%	-6%	2%	O=C(NCc1cnn(-c2ccc(F)cc2)c1)C1CCC(=O)N(C2CC2)C1 (stereo not given)	8%	-2%	19%	x	2	6%
-27%	-1%	-1%	OCCC1CN(C2CCN(c3ccccc3F)CC2)CCN1Cc1ccccc1 (stereo not given)	-3%	3%	29%	7%	-4	15%

G9a block: entries above that show a hit.
JMJD2A Tudor	POLH inh	BAZ2B inh	SMILES	Tb PGK inh	Pin1 inh	HP1b chromo inh	G9a block	PI4K2A block	GLS inhibitor
40µM*	-14%	28µM*	Cc1ccc(-c2nc3cccc(C)n3c2Nc2ccc3c(c2)OCO3)o1	3%	-8%	u	18µM*	1	1%
8.9µM*	-14%	-8%	CC(C)Cn1c(-c2nn(C)cc2Cl)n[nH]c1=S	i	0%	31%	10µM*	5	-9%
50µM*	2%	u	CCOC(=O)C1CCCN(C(=O)COC(=O)C2=COCCO2)C1 (stereo not given)	-1%	1%	-3%	50µM*	-4	6%

High-throughput results: PubChem, National Center for Advancing Translational Sciences (NCATS)
